# HTT ATP protect – qHTS Multiplex Assay to Identify Dual Action Probes in a Cell Model of Huntington: Cytoprotection (ATP). 230,000 tested, 0.14% active. PC12 HTT-Q103 induced, cytoprotection, ATP luminescence, 40 h. Potency, µM (top dose mostly 56.4 µM), for the others: cytoprotection (ATP increase), actives largely listed as activators;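 further: potency means the concentration at half of the fitted maximal effect; % of control where 0% means no effect; nearly all actives have a fitted effect of over 45% in size; toxic huntingtin expression switched on by the ecdysone agonist tebufenozide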
#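 ATP quantification (ATPlite) reports survival of PC12 cells in which tebufenozide, 100 nM final, switches on Htt exon 1 with 103 glutamines linked to GFP; compounds are titrated.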
# SMN2 splice enh – qHTS Assay for Enhancers of SMN2 Splice Variant Expression; HEK293 SMN2-luciferase splicing reporter, luminescence, 30-36 h; 210,000 tested, 2.8% active; Potency, µM (top dose mostly 46.1 µM), inactives show at the top dose activity change, positive = activation, actives largely listed as activators; further: potency means the concentration at half of the fitted maximal effect; % of control where 0% means no effect; nearly all actives have a fitted effect of over 55% in size
#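 qHTS luciferase splicing reporter: luminescence rises when SMN2 exon 7 is included in transfected HEK293 cells. Compound exposure lasted 30-36 h at 37C, with 4.5 mM final sodium butyrate as control, followed by a ONE-Glo read.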
# CBFb RUNX1 block – qHTS Assay for Compounds Blocking the Interaction Between CBF-beta and RUNX1 for the Treatment of Acute Myeloid Leukemia; Runt-related transcription factor 1 (Homo sapiens) + Core-binding factor subunit beta …; AlphaScreen CBFb-His/RUNX1-biotin binding, biochemical; Potency, µM (top dose mostly 59.8 µM), without a hit: at the highest dose activity, negative = inhibition, usual class: inhibitors; 230,000 tested, under 10 active; further: % of control where 0% means no effect
# Target sequence (Q01196 whole entry, looked up): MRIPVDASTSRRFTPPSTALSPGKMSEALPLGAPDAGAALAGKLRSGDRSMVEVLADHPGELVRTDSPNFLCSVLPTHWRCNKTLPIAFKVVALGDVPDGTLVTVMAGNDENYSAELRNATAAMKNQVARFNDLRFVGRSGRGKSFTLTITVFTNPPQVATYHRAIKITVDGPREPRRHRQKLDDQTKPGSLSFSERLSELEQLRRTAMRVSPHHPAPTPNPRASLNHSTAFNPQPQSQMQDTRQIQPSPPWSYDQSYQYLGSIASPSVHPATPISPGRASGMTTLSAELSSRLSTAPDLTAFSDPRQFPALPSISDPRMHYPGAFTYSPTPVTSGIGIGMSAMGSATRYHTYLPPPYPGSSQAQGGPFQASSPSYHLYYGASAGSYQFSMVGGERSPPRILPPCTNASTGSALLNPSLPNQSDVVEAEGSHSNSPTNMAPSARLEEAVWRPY
# Target sequence (Q13951 whole entry, looked up): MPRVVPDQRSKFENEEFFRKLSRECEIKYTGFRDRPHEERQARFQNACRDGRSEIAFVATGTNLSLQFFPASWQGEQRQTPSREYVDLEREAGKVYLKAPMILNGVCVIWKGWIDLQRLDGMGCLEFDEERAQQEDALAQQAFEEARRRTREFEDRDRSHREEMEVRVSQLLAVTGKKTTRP
#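 Proteins preincubated together for 20 min at RT before compound addition; 15 min later, nickel and streptavidin beads were added and left 90 min prior to AlphaScreen measurement.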
# HttQ103 aggreg – qHTS Multiplex Assay to Identify Dual Action Probes in a Cell Model of Huntington: Aggregate Formation (GFP). AID 1688, 2009. 220,000 tested, 1.1% active. PC12 HttQ103-GFP aggregates, Acumen cytometry, 40 h. Potency, µM (series often up to 46.1 µM), for the others: at the highest dose activity change, negative = inhibition, actives largely listed as inhibitors; further: potency means the concentration at half of the fitted maximal effect; on the % scale 0 is the no-effect control and ±100 the full control effect; nearly all actives have a fitted effect of over 60% in size
#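 Multiplexed with ATP-based cell death, this channel scores GFP aggregates in PC12 cells expressing inducible HTTex1-Q103-GFP. Induction used 100 nM tebufenozide; compounds were tested in concentration series.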
# Luc counter – Counterscreen for Luciferase (Kinase-Glo TM) Inhibition; Potency, µM (highest dose often 38.3 µM), inactives show at the top dose activity change, negative = inhibition, most hits filed as inhibitors; Kinase-Glo luciferase, ATP luminescence, 8 min; Luciferin 4-monooxygenase (Photuris pensylvanica), Q27757; 200,000 tested, 0.28% active; further: potency means the concentration at half of the fitted maximal effect; on the % scale 0 is the no-effect control and ±100 the full control effect; nearly all actives have a fitted effect of over 60% in size
#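 Recombinant Kinase-Glo luciferase, 10 uM ATP (linear range), luciferin; imidazole pH 7.2 / KCl / MgCl2 / Tween / BSA buffer; 8 min RT; luminescence.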
# IMPase Li cell – qHTS Assay for Identifying the Cell-Membrane Permeable IMPase Inhibitors: Potentiation with Lithium. CHO-M1 cells, IP1 TR-FRET (IP-One), carbachol + lithium. AID 1457, 2008. 210,000 tested, 0.35% active. Potency, µM (doses to about 59.4 µM), for inactives: at the highest dose activity, negative = IMPase inhibition, usual class: inhibitors;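 further: IP1 builds up when IMPase is blocked and the TR-FRET signal falls; potency means the concentration at half of the fitted maximal effect; plate controls were basal vehicle for no effect and high inhibitor control for full effect; nearly all actives have a fitted effect of over 50% in size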
#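 Readout is a homogeneous TR-FRET IP1 immunoassay (Ex 320, Em 665 and 620), where raised cytosolic IP1 lowers signal. Cells were CHO-M1 treated 30 min at 37C with test compounds plus a little lithium; AC50 values came from Hill-equation fitting.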
# Lamin A splicing – qHTS Assay for Modulators of Lamin A Splicing; HeLa LMNA splicing GFP/RFP minigene ratio, 48 h; 200,000 tested, 0.01% active; Potency, µM (series often up to 46.1 µM), for inactives: top-dose ratio change, negative = inhibition, usual class: inhibitors; active means well fitted inhibition curve with a large enough effect in the signal ratio, with a control signal flat, not every such curve was filed as active; inconclusive means small, poorly fitted or top-dose-only effect, or effect the other way, or a change in a side signal; the % refers to the signal ratio; further: potency means the concentration at half of the fitted maximal effect; on the % scale 0 is the no-effect control and ±100 the full control effect
#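 Read-out is the ratio of GFP to DsRed2 object intensity, acquired by 488 nm laser-scanning cytometry on HeLa lamin A-EGFP minigene reporter cells. Compound incubation 48 hrs at 37 °C in Opti-MEM with 2% FBS; DMSO 0.5% final.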
# * marks the source's active call; other numbers are inactive results; ? = inconclusive; · = no result given; [ ] = dose if it differs, or a comment. Unless noted, the call rests on the fitted dose curve; in most records, active means well fitted curve in the direction sought with a large enough effect; inconclusive means small, poorly fitted or top-dose-only effect, or another doubt; inactive means no such curve, though single readings can be large; an effect the other way counts as inactive or inconclusive.
SMILES,HTT ATP protect,SMN2 splice enh,CBFb RUNX1 block,HttQ103 aggreg,Luc counter,IMPase Li cell,Lamin A splicing
NC(=O)[C@H](Cc1cc2ccccc2s1)NC(=O)[C@@H]1CC2(CC(c3cccc(NC(=O)[C@@H]4CCC(=O)N4)c3)=NO2)CN1C(=O)/C=C/c1c(F)cccc1Cl (stereo not given in full),-1%,0%,-21%,7%,-4%,-1%[38.3 µM],-4%
CCOc1ccccc1NC1c2ccccc2C(=O)N1c1cccnc1 (stereo not given),-8%,-6%,4%,6%,-1%,11%[38.3 µM],9%
O=C(Nc1ccccc1)c1cccc(S(=O)(=O)Nc2ccccn2)c1,-10%[10 µM],-8%,0%,11%,-3%,-3%,?
COC(=O)c1ccc(/C=C/C(=O)O)cc1,12%[10 µM],·,2%,21%[9.22 µM],·,·,·
COc1ccc(OCc2nc3ccc(S(=O)(=O)Nc4ccccc4Cl)cc3[nH]2)cc1,11%[10 µM],-36%[inhibitor],-13%,-6%,1%,16%,?
CC1(C)CC(=O)C=C(N2CCCC2)C1,31%[10 µM],-23%,-7%,-12%,-3%,0%,-1%
COC(=O)c1c(C)nc2ccccc2c1-c1ccccc1,8%,?,5%,-20%,-3%,24%[38.3 µM],2%
O=C(O)/C=C/C(=O)Nc1cccc2cccnc12,-4%[10 µM],·,-11%,8%[9.22 µM],·,·,·
O=C(Cn1cnc2ccccc2c1=O)Nc1nnc(SCc2ccccc2)s1,24%,-7%,-1%,9%,1%,2%[38.3 µM],-8%
O=C(NCC(=O)N(Cc1ccco1)C(C(=O)NC1CCCC1)c1ccncc1)c1cccs1 (stereo not given),0%[1.9 µM],13%,6%,-2%,1%,3%,-4%
COc1ccc(CN2CCN(CCC(C)C)C(CCO)C2)cc1Cn1cccn1 (stereo not given),13%[10 µM],-11%,7%,3%[9.22 µM],-1%,22%,11%[46 µM]
CCc1ccccc1-n1c(SCC(=O)NC)nnc1-c1cccnc1,-1%[10 µM],·,5%,13%,·,·,-1%
COc1cc(NS(=O)(=O)c2cccc3nsnc23)cc(OC)c1,-8%,-10%,-5%,10%,-2%,23%[38.3 µM],-10%
CC(=O)c1ccc(NC(=O)COC(=O)CCC(=O)c2cccs2)cc1,21%[10 µM],1%,-5%,1%,-1%,-4%,?
Cc1cccc(Nc2nnc(SCC(=O)NCc3cccs3)s2)c1C,6%[10 µM],8%,7%,17%,0%,0%,10%
COCCNC(=O)c1c[nH]c2ccc(S(=O)(=O)N3CCc4ccccc43)cc2c1=O,-47%[inhibitor],·,5%,-15%,·,4%,·
CCC(C)n1c(SCC(=O)NC(=O)Nc2ccc3c(c2)OCCO3)nc2ccccc2c1=O (stereo not given),27%[10 µM],-5%,8%,-1%,2%,9%,-8%
CC1CC(C#N)N(N(C)C)C1=C(C#N)C#N (stereo not given),7%[10 µM],·,-2%,14%[9.22 µM],·,·,·
COc1ccc(NC(=O)COC(=O)[C@@H]2CCCN2C(=O)c2cccs2)cc1,5%,16%,2%,?,-6%,23%[38.3 µM],-9%
O=C(Cn1nnc2ccccc2c1=O)Nc1cccc(S(=O)(=O)N2CCOCC2)c1,4%,13%,-11%,-4%,3%,-1%,-3%[46 µM]
CCOC(=O)C1CCN(c2c(NC3CCCc4ccccc43)c(=O)c2=O)CC1 (stereo not given),-18%,6%,-4%,-3%,5%,7%,-9%
COCCCNCCCCSc1ccc(Cl)cc1,11%[0.074 µM],6%,2%,-4%,1%,4%,1%
CCN1C(=O)/C(=C2\SC(=S)N(CC3CCCO3)C2=O)c2ccccc21 (stereo not given),9%[10 µM],3%,0%,9%,17%,18%[38.3 µM],-7%
Cc1[nH]c2ccc(-c3n[nH]c(=S)n3-c3ccc(Br)cc3)cc2c1C,19%[10 µM],-13%,-5%,9%[9.22 µM],3%,8%,·
O=C(O)c1cccc(S(=O)(=O)Nc2ccc([N+](=O)[O-])cc2O)c1,1%[10 µM],·,4%,-14%[9.22 µM],·,·,·
CC(C)NC(=O)NC(=O)COc1c(F)c(F)cc(F)c1F,4%,23%,6%,-13%,-5%,33%[activator][38.3 µM],1%
COCCNC(=S)N/N=C(\C)c1cccc(OC)c1,?,-3%,-8%,-3%,-1%,-1%,-6%[46 µM]
Fc1ccccc1Cc1noc(CN2CCN(c3ccc(Cl)cn3)CC2)n1,-26%,·,6%,-7%,·,·,·
Oc1ccc2c(c1-c1c(O)c(Br)cc3c1CCCC3)CCCC2,6%,2%,-7%,·,0%,16%,·
C=CCn1c(=O)c(C(=O)NCCN(CC)CC)c(O)c2ccccc21,-12%,-4%,9%,10%,-7%,2%[38.3 µM],1%
CC(=O)OCC1=C(C(=O)O)N2C(=O)C(NC(=O)c3ccc(COc4c(C)cccc4Cl)o3)C2SC1 (stereo not given),-33%[inhibitor],-7%,-25%,14%,-1%,1%,-2%[46 µM]
Cc1cccc(OCCNc2cc(N3CCN(C)CC3)ccc2[N+](=O)[O-])c1,8%[10 µM],-8%,-17%,0%,1%,8%,-14%
Cc1occc1C(=O)Nc1cccc(Cn2cccn2)c1,-16%[0.074 µM],-12%,-7%,7%,-13%,2%[38.3 µM],7%
COc1ccc2c(c1OC)C(=O)OC2CC(=O)c1ccc(O)c(O)c1 (stereo not given),-8%,12%,-4%,4%[9.22 µM],6%,-9%[38.3 µM],13%
Cc1cc(C(=O)NC(CC(C)C)C(=O)O)cc(C)c1[N+](=O)[O-] (stereo not given),32%[10 µM],3%,-2%,-3%,2%,-3%,-14%
COc1cccc(CNC(=S)Nc2cc(OC)ccc2OC)c1,?,5%,0%,-9%,1%,3%,-22%[46 µM]

# Some of the entries so far, with values under each structure:
# Each structure is followed by: HTT ATP protect | SMN2 splice enh | CBFb RUNX1 block | HttQ103 aggreg | Luc counter | IMPase Li cell | Lamin A splicing
- CCN1C(=O)/C(=C2\SC(=S)N(CC3CCCO3)C2=O)c2ccccc21 (stereo not given)
 : 9%[10 µM] | 3% | 0% | 9% | 17% | 18%[38.3 µM] | -7%
- Cc1[nH]c2ccc(-c3n[nH]c(=S)n3-c3ccc(Br)cc3)cc2c1C
 : 19%[10 µM] | -13% | -5% | 9%[9.22 µM] | 3% | 8% | ·
- O=C(O)c1cccc(S(=O)(=O)Nc2ccc([N+](=O)[O-])cc2O)c1
 : 1%[10 µM] | · | 4% | -14%[9.22 µM] | · | · | ·
- CC(C)NC(=O)NC(=O)COc1c(F)c(F)cc(F)c1F
 : 4% | 23% | 6% | -13% | -5% | 33%[activator][38.3 µM] | 1%
- COCCNC(=S)N/N=C(\C)c1cccc(OC)c1
 : ? | -3% | -8% | -3% | -1% | -1% | -6%[46 µM]
- Fc1ccccc1Cc1noc(CN2CCN(c3ccc(Cl)cn3)CC2)n1
 : -26% | · | 6% | -7% | · | · | ·
- Oc1ccc2c(c1-c1c(O)c(Br)cc3c1CCCC3)CCCC2
 : 6% | 2% | -7% | · | 0% | 16% | ·
- C=CCn1c(=O)c(C(=O)NCCN(CC)CC)c(O)c2ccccc21
 : -12% | -4% | 9% | 10% | -7% | 2%[38.3 µM] | 1%
- CC(=O)OCC1=C(C(=O)O)N2C(=O)C(NC(=O)c3ccc(COc4c(C)cccc4Cl)o3)C2SC1 (stereo not given)
 : -33%[inhibitor] | -7% | -25% | 14% | -1% | 1% | -2%[46 µM]
- Cc1cccc(OCCNc2cc(N3CCN(C)CC3)ccc2[N+](=O)[O-])c1
 : 8%[10 µM] | -8% | -17% | 0% | 1% | 8% | -14%
- Cc1occc1C(=O)Nc1cccc(Cn2cccn2)c1
 : -16%[0.074 µM] | -12% | -7% | 7% | -13% | 2%[38.3 µM] | 7%
- COc1ccc2c(c1OC)C(=O)OC2CC(=O)c1ccc(O)c(O)c1 (stereo not given)
 : -8% | 12% | -4% | 4%[9.22 µM] | 6% | -9%[38.3 µM] | 13%
- Cc1cc(C(=O)NC(CC(C)C)C(=O)O)cc(C)c1[N+](=O)[O-] (stereo not given)
 : 32%[10 µM] | 3% | -2% | -3% | 2% | -3% | -14%

# The listing continues:
SMILES,HTT ATP protect,SMN2 splice enh,CBFb RUNX1 block,HttQ103 aggreg,Luc counter,IMPase Li cell,Lamin A splicing
Cc1ccc(CCN2CC(C(=O)NCc3ccc4c(c3)OCO4)CC2=O)cc1 (stereo not given),-18%[10 µM],·,2%,3%[9.22 µM],·,·,·
COC(=O)C1C(=O)C=C(Nc2ccc(F)cc2F)CC1c1ccc(OC)cc1 (stereo not given),12%[10 µM],-6%[1.84 µM],7%,-26%,-4%,8%,-1%
COCCNC(=O)CN(C(=O)c1ccc(N2CCCC2)nc1)c1ccccc1,-4%,-2%,6%,3%,-1%,6%,-3%[9.22 µM]
COC(=O)C1=C(C)NC(=O)CC1c1ccc(F)c(Br)c1 (stereo not given),6%,8%,6%,-11%,5%,23%[38.3 µM],-8%
CSc1nnc(-c2ccccc2N=Cc2c(C)[nH]n(-c3ccc4ccccc4c3)c2=O)c(=O)[nH]1,-89%[inhibitor],?,-12%,19%,?,20%[38.3 µM],6%
CNC(=O)c1ccccc1S(=O)c1ccccc1COC(C)=O (stereo not given),-11%[10 µM],·,6%,-14%[9.22 µM],·,·,·
COc1ccccc1N1CCN(C(=O)CSc2nc3ccccc3o2)CC1,-10%,11%,-3%,-16%,-4%,15%[38.3 µM],11%
COc1ccc(-c2nnc(SCC(=O)Nc3cc(C)on3)o2)cc1,3%[10 µM],20µM*,-21%,-14%,2%,-5%,?
COc1ccc(OCC(O)CN(CCO)CC(O)Cn2ccc3ccccc32)cc1 (stereo not given),16%[10 µM],-27%,-5%,-9%,2%,-6%,-5%
COC(=O)CSc1nc(N)c2c3c(sc2n1)CCCC3,-22%,·,6%,5%,·,·,-6%
CCOc1cc(CNn2cn[nH]c2=S)cc(Cl)c1OCc1ccccc1F,2%[10 µM],-2%,-6%,-20%,3%,-6%,-13%
CC(=O)c1c(C(C)=O)c(C)n(-c2ccc3ncccc3c2)c1C,23%[10 µM],·,-1%,-1%[9.22 µM],-3%,1%,19%[46 µM]
